# Bim-Bcl-W: disrupts Bim peptide binding to human Bcl-W. Q92843. bead-based flow cytometry. inhibition, % at 10 µM. hit rate 0.02% among 190,000;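 further: 0% = bound tracer without compound and 100% = peptide blocker; higher means less fluorescent Bim peptide bound to Bcl-W beads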
# Target sequence (Q92843 whole entry, looked up): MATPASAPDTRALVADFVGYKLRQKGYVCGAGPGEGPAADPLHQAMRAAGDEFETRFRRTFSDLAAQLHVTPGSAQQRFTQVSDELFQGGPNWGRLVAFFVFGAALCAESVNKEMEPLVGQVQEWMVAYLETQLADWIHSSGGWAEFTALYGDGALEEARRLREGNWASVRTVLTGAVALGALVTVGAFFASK
# Mcl-1 Bim block: inhibitors of Bim-Mcl-1 interaction, human; inhibition, % at 10 µM; hit rate 0.1% among 190,000; AID 1009; Bead-based flow cytometry, Bim peptide-Mcl-1 binding;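 further: 0% = no compound tracer wells and 100% = peptide blocker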
# Target sequence (Q07820 whole entry, looked up): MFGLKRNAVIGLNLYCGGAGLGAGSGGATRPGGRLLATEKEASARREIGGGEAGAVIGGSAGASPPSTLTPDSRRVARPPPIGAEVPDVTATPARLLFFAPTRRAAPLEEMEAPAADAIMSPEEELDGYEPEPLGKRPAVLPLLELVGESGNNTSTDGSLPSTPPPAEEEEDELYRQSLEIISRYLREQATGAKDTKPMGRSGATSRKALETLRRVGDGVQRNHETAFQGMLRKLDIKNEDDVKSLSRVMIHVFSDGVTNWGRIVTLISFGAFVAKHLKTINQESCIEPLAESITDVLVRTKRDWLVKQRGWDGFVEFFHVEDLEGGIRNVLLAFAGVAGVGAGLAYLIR
# RGS4-Gao reg: human RGS4-Galphao interaction regulation; P09471; Multiplexed bead flow cytometry, RGS4-Galphao binding; actives lie on both sides; binding response (% of control), % at 10 µM; hit rate 0.33% among 220,000; AID 1415; in the data active means binding response below about 49% or above about 150%; inactive means in between;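 further: fluorescent Galphao activated with aluminum fluoride binding bead-coupled RGS4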
# Bim-Bcl-B: human Bim-Bcl-B interaction inhibition; Q9HD36; bead-based flow cytometry, Bim peptide-Bcl-B binding; inhibition, % at 10 µM; hit rate 0.073% among 190,000; AID 951;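 further: 0% = tracer peptide without compound and 100% = reference inhibitor peptide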
# Target sequence (Q9HD36 whole entry, looked up): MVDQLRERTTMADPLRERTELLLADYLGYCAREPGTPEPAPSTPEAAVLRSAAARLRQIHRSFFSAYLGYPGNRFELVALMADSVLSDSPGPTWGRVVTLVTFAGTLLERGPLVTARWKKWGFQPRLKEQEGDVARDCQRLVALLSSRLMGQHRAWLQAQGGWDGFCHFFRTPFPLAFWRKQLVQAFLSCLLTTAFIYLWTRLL
# Bim-Bcl-2: inhibitors of Bim-Bcl-2 interaction, human; P10415; Bead-based flow cytometry, Bim peptide-Bcl-2 binding; inhibition, % at 10 µM; hit rate 0.06% among 190,000; AID 950; in the data active means inhibition above about 40%; inconclusive means no clear call, values can overlap the other calls;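 further: 0% = no compound wells with probe peptide and 100% = reference peptide inhibitor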
# RGS7-Gao reg: regulators of human RGS7-Galphao interaction; hit rate 0.35% among 220,000; binding response (% of control), % at 10 µM; P09471; Multiplexed bead flow cytometry, RGS7-Galphao binding; actives lie on both sides; in the data active means binding response below about 49% or above about 150%; inconclusive means no clear call, values can overlap the other calls; inactive means in between;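 further: fluorescent Galphao held in activated GDP-AlF4 state binding bead-coupled RGS7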
# Mcl1-Bid inh: Mcl-1/Bid interaction inhibition | TR-FRET Mcl-1/Bid-Dy647 peptide binding, 1536-well | Q07820 | inhibition, % at 21.7 µM | hit rate 0.97% among 220,000;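 active means compounds that cut the binding signal by more than half at the single screening dose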;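 further: His-tagged Mcl-1 with europium anti-His antibody binding Bid BH3 peptide; 0% = Mcl-1 plus peptide wells and 100% = peptide-only wells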
# GSH fluor: compound fluoresces at 488/530 nm on GSH beads; GSH beads flow cytometry, compound fluorescence 488/530 nm; hits give high values; fluorescence (KMESF) at 10 µM; hit rate 0.25% among 190,000; in the data active means fluorescence above about 89;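 further: glutathione beads carrying GST-tagged Bcl family fusion proteins plus one bare bead set; values are compound well signal with DMSO vehicle wells as background; inactives centre near 16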
# RGS8-Gao: regulators of human RGS8-Galphao interaction; P09471; multiplexed bead flow cytometry, RGS8-Galphao binding; actives lie on both sides; response (percent of control binding), % at 10 µM; hit rate 0.34% among 220,000; in the data active means response below about 60% or above about 140%; inactive means in between;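 further: Galphao activated as the GDP aluminium fluoride complex binding bead-coupled RGS8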
# Bfl-1 Bim block: inhibitors of Bim-Bfl-1 interaction, human | inhibition, % at 10 µM | AID 1008 | Q16548 | hit rate 0.12% among 190,000 | Bead-based flow cytometry, Bim-Bfl-1 binding inhibition;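 further: 0% = wells without compound plus tracer and 100% = blocker peptide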
# Bim-Bcl-XL: inhibitors of Bim-Bcl-XL interaction, human | Q07817 | Bim peptide-Bcl-XL binding, bead flow cytometry, fluorescence | inhibition, % at 10 µM | hit rate 0.04% among 190,000 | AID 1007
# Target sequence (Q07817 whole entry, looked up): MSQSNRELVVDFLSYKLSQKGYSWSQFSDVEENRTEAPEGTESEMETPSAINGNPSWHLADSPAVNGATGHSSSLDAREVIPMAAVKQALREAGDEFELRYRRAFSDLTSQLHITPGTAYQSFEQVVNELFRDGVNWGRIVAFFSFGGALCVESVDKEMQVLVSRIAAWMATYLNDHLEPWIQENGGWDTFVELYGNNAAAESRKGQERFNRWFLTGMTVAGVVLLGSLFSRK
# * marks the source's active call; other numbers are inactive results; ? = inconclusive; [ ] = remark or other dose. Unless noted, no stated cut-off is given here; in the data, active means inhibition above about 40%.
no.	SMILES	Bim-Bcl-W	Mcl-1 Bim block	RGS4-Gao reg	Bim-Bcl-B	Bim-Bcl-2	RGS7-Gao reg	Mcl1-Bid inh	GSH fluor	RGS8-Gao	Bfl-1 Bim block	Bim-Bcl-XL
1	CCCc1cc(-c2n[nH]c(=S)n2-c2cccc(C)c2)cs1	-1	-2	100	-14	2	99	-47	14	94	0	-6
2	O=C(Nc1ccc(Cl)cn1)C1CC1	1	2	95	1	1	101	-20	20	97	-2	1
3	COc1ccc(-c2noc(C)c2-c2ccc3ccccc3n2)c(O)c1	-4	-5	98	-8	-11	97	-26	27	99	-13	-7
4	CN(c1ccccc1)S(=O)(=O)c1ccc(NC(=O)c2ccco2)cc1	0	-1	94	-1	-5	91	-2	15	97	-7	0
5	Cn1c(O)c(C=NCC2CCNCC2)c(=O)n(C)c1=O	-5	-4	100	-6	0	103	-15	18	103	-2	-7
6	COc1cc2c(cc1OC)CN(CC(=O)Nc1ccccc1C#N)CC2	4	0	99	-1	-6	101	-12	9	101	-9	-3
7	O=C(Nc1cccc(F)c1)c1coc(=O)c(Br)c1	9	14	84	34	12	45*	-15	6	81	8	12
8	CN(CCO)c1ncnc2nc[nH]c12	-6	-5	99	-11	-7	99	-7	14	100	-1	-8
9	CCN1CCCC1CNC(=O)c1ccc2c(=O)n(CCOC)c(=O)[nH]c2c1 (stereo not drawn)	0	-1	108	0	1	101	-24	14	104	0	1
10	CCN1CCN(c2cc(C)c3cc(NC(=O)c4ccncc4)ccc3n2)CC1	0	0	93	-4	-3	92	-26	18	103	-1	-2
11	O=C(N=Nc1c(O)n(Cc2ccccc2)c2ccccc12)c1ccc(O)cc1	-1	-5	95	-1	0	90	4	9	84	-2	-2
12	CCOC(=O)N1CCC(NC(=O)Cn2cccc2C(=O)c2ccccc2)CC1	-1	-1	98	-6	-8	98	-33	23	101	-14	-5
13	Cc1ccc(S(=O)(=O)N/N=C/c2c[nH]c3ccccc23)cc1	-1	0	101	-3	-3	?	-34	12	103	-1	-1
14	CCOc1[nH]n(-c2ccccc2)c(=O)c1C=Nc1ccc(C)cc1	-4	0	100	-6	-5	?	-13	12	99	-6	0
15	O=C(COn1nnc2ccccc21)N1CCN(Cc2ccccc2)CC1	-1	-3	101	-1	-2	96	-13	75	99	0	-2
16	O=C(O)c1cccnc1SC1CC(=O)N(c2cccc(C(F)(F)F)c2)C1=O (stereo not drawn)	1	0	99	-5	-5	102	14	24	98	-7	-1
17	Cc1ccc[n+](CC(=O)c2cc3ccccc3oc2=O)c1	2	-1	98	-3	0	96	-70	10	98	0	-2
18	CCn1c(SCC(=O)OCc2ccccc2)nnc1-c1ccco1	0	3	101	-2	0	96	-13	14	100	0	-4
19	CCOc1ccccc1C(=O)n1nc2nc(C)cc(C)c2c1N	0	-1	94	-1	-2	94	-5	17	87	0	-1
20	COC(=O)c1ccc(NC(=O)c2cc(Cl)ccc2OC)cc1	-3	-1	97	-7	-3	96	-25	9	98	-2	-3
21	COc1cc2c(cc1OC)-c1cc3ccc4c(c3c[n+]1CC2)OCO4	13	0	97	13	6	97	-15	16	94	11	6
22	O=C(NCCCN1CCN(c2cccc(Cl)c2)CC1)c1nc(-c2ccncc2)no1	3	1	101	-8	-4	99	-44	16	100	-9	-6
23	Cc1nn(Cc2ccc(F)cc2)c2sc(C(=O)Nc3ccc(N4CCOCC4)cc3N3CCOCC3)cc12	-4	-5	99	-8	-4	101	-62	9	98	0	-7
24	S=c1[nH]nc(-c2cnccn2)n1-c1ccccc1	0	2	101	-3	-2	103	-33	54	101	2	-3
25	COc1ccccc1-n1cnc(N)c1C(C)=O	2	0	100	-6	-3	99	10	29	101	-13	-1
26	N#Cc1ccccc1NC(=O)c1ccc(-c2ccccc2Cl)o1	2	-1	102	2	0	98	-7	20	88	0	0
27	COc1ccc(-c2[nH]ncc2CN2CCCO2)cc1F	-2	0	101	-4	-2	102	-37	13	99	-3	-4
28	CCOC(=O)c1sc2nc(C)nc(NCc3cccnc3)c2c1C	0	-1	98	1	-1	?	-13	12	99	-3	0
29	COCCCNC(=O)COc1ccc(S(=O)(=O)NCc2ccccc2)cc1Cl	2	0	314*[activator]	-4	0	275*[activator]	43	16	407*[activator]	0	-1
30	CCOc1ccc2cc(S(=O)(=O)n3ccnc3C)ccc2c1	0	0	96	-2	0	95	-1	21	98	-1	0
31	CC1C(=O)N(Cc2ccc([N+](=O)[O-])cc2)c2ccccc2N1C(=O)C1CC1 (stereo not drawn)	-1	-2	99	-6	-5	100	-7	15	100	-5	-1
32	CCC(C)(C)NC(=O)c1ccc(Br)o1	-2	-1	101	-1	0	100	-9	7	99	-3	-5
33	O=C(O)c1ccccc1C(=O)c1ccc2c(c1)N(Cc1cccc(F)c1)C(=O)CO2	0	1	99	0	0	95	-36	12	100	-7	3
34	COCCNc1nc2c(c(=O)n(C)c(=O)n2C)n1Cc1cccc(C)c1	0	0	105	-7	-10	105	-26	14	104	-8	-6
35	COc1ccc(OCC(=O)NNC(=O)C(=O)N2CCCC2)cc1	-1	0	95	-7	-8	95	-14	11	90	-14	-4
36	CC(C)OC(=O)CSc1nnc(-c2ccccn2)n1-c1ccccc1	0	-3	107	-4	-6	106	-9	51	102	-3	-6
37	O=c1c2ccccc2nnn1CSc1nnnn1-c1ccccc1	-7	-2	100	-2	-7	100	-29	14	102	-3	-5
38	O=C(Nc1ccccc1C(=O)N1CCCCC1)C1CCCCC1	3	-5	101	-10	-16	100	-19	13	100	-16	-3
39	O=C(CNC(=S)NC(=O)c1ccco1)c1ccccc1	-2	-1	99	0	3	96	-93	10	98	-1	-1
40	COc1ccccc1/C=N/NC1=NCCCCC1	3	0	105	-6	-7	101	-3	51	104	-11	-5
41	COc1cccc(C2=NOC(C(=O)NCCN3CCOCC3)C2)c1 (stereo not drawn)	-3	-5	101	-8	-2	97	-36	25	99	-4	-2
42	OCC1(Cc2cccc(Cl)c2)CCCN(Cc2ccc3cc(F)ccc3n2)C1 (stereo not drawn)	0	0	98	-1	-2	106	-15	10	98	-5	1
43	Cn1c(SCC(=O)N2CCCc3ccccc32)nnc1-c1c[nH]c2ccccc12	0	0	98	-9	-11	99	-13	8	100	-14	-7
44	COc1cc(CC(=O)N/N=C/c2ccccc2)c([N+](=O)[O-])cc1OC	0	3	99	-3	-1	96	-13	12	100	-14	0
45	COc1cc(O)c(C(C)=O)cc1OC	0	0	86	-4	4	87	-27	23	75	5	-2
46	CC1Cc2ccccc2N1C(=S)NC(=O)c1ccc(Cl)cc1Cl (stereo not drawn)	-3	-5	100	-6	-9	99	-77	18	102	-15	-8
47	CCCn1cnc2sc(CC)cc2c1=O	-5	-7	100	-6	-5	104	-16	10	101	-3	-6
48	CC(=O)c1c(C)[nH]c(C(=O)COC(=O)CN(C)S(=O)(=O)c2ccc(Cl)cc2)c1C	2	0	106	-6	-4	105	-28	17	101	-15	-3
49	O=C(NC(Cc1ccccc1)C(=O)N1CCN(c2ccccn2)CC1)c1ccco1 (stereo not drawn)	-4	0	101	-3	-1	100	-19	14	100	-1	-2
50	Cc1c(Br)c([N+](=O)[O-])nn1CC(=O)Nc1ccc(CC#N)cc1	-1	-1	103	-5	-3	103	-4	16	104	-4	-1

# 4 compounds out of the list, ordered by count of non-hydrogen atoms, highest first:
no.	SMILES	Bim-Bcl-W	Mcl-1 Bim block	RGS4-Gao reg	Bim-Bcl-B	Bim-Bcl-2	RGS7-Gao reg	Mcl1-Bid inh	GSH fluor	RGS8-Gao	Bfl-1 Bim block	Bim-Bcl-XL
34	COCCNc1nc2c(c(=O)n(C)c(=O)n2C)n1Cc1cccc(C)c1	0	0	105	-7	-10	105	-26	14	104	-8	-6
44	COc1cc(CC(=O)N/N=C/c2ccccc2)c([N+](=O)[O-])cc1OC	0	3	99	-3	-1	96	-13	12	100	-14	0
28	CCOC(=O)c1sc2nc(C)nc(NCc3cccnc3)c2c1C	0	-1	98	1	-1	?	-13	12	99	-3	0
32	CCC(C)(C)NC(=O)c1ccc(Br)o1	-2	-1	101	-1	0	100	-9	7	99	-3	-5

# Further results:
no.	SMILES	Bim-Bcl-W	Mcl-1 Bim block	RGS4-Gao reg	Bim-Bcl-B	Bim-Bcl-2	RGS7-Gao reg	Mcl1-Bid inh	GSH fluor	RGS8-Gao	Bfl-1 Bim block	Bim-Bcl-XL
51	CCOC(=O)C1=C(CC)OC(N)=C(C#N)C1c1ccc(OC)c(OC)c1OC (stereo not drawn)	3	2	99	-1	5	98	-43	9	103	1	0
52	COC(=O)CCC(=O)N1CCOCCOCCN(C(=O)CCC(=O)OC)CCOCCOCC1	-2	-3	96	6	4	99	-3	64	81	9	0
53	CC(C)CC(=O)NC(NC(=S)Nc1ccccc1)C(Cl)(Cl)Cl (stereo not drawn)	0	0	96	-3	1	101	-7	14	97	3	0
54	Cc1n[nH]c(C)c1Sc1ccccc1[N+](=O)[O-]	-3	-1	99	-7	-3	95	-19	12	99	-10	-5
55	CCCCc1nnc(SCCSc2nnc(CCCC)n2N)n1N	-1	-2	100	-2	0	99	6	12	101	-3	-1
56	COC(=O)c1ccc(-c2sc3nc(N4CCOCC4)c4c(c3c2N)CCCC4)o1	1	1	102	-1	1	101	-103	21	108	13	2
57	Fc1ccccc1N1CCN(Cc2nc(-c3ccccc3)no2)CC1	-1	1	97	-7	-4	94	-16	13	100	-10	-3
58	COC(=O)c1sc2ccccc2c1-n1cccc1C(=O)C(=O)Nc1ccc(Cl)cc1	-2	0	98	-3	-3	89	-9	11	101	0	2
59	Cc1ccccc1-n1c(=O)c2ccccc2n2cnnc12	-2	-2	103	-4	-2	104	-5	4	106	-6	-4
60	CCOC(=O)C1=C(CSCC(=O)OC)NC(=O)NC1c1cc(C)ccc1C (stereo not drawn)	-1	-6	100	-3	-2	99	-17	19	103	-3	0
61	COc1ccc2nc(N=Nc3c(O)ccc4ccccc34)sc2c1	0	-2	107	-8	0	121	29	10	116	5	-4
62	O=C(Nc1cccc(S(=O)(=O)c2cccc(NC(=O)C3CC3)c2)c1)C1CC1	-1	-2	102	-1	-3	99	-13	23	101	3	0
63	Cc1ccc(CSc2nc3ncccc3[nH]2)cc1	-1	-1	98	-2	-2	95	-9	12	98	-1	0
64	CCN(CC)C(=O)CN(c1ccc(Cl)cc1)S(=O)(=O)c1ccccc1	0	0	102	-4	-12	103	-13	12	99	-10	-5
65	CCCCn1c(SCc2cccnc2)nc2c1c(=O)n(C)c(=O)n2C	0	-6	96	1	-2	97	0	12	96	0	0
66	O=C(COC(=O)CCc1ccc(S(=O)(=O)N2CCCCC2)cc1)Nc1cccc2ccccc12	0	-2	98	-4	0	103	-18	5	91	-1	-6
67	COC(=O)c1ccc(SC2CCCCC2)c([N+](=O)[O-])c1	2	0	104	-7	-7	104	-12	13	104	-11	-2
68	C=CCN(CCNP(=O)(OCC)OCC)CP(=O)(OCC)OCC	0	-3	110	-1	1	106	-23	21	106	-1	-1
69	CC(NC(=O)c1cccs1)C(c1cccs1)N1CCN(Cc2ccccc2)CC1 (stereo not drawn)	-2	-4	102	-8	-12	102	-18	21	108	-13	-7
70	Cc1ccc(CN2C3=NC(=O)CN3c3ccccc32)cc1	-4	-5	98	-14	-13	97	-17	25	100	-16	-4
71	CCCCn1nnc(NC(=O)COc2cc(C)ccc2C(C)C)n1	-2	-8	102	-5	-3	100	-2	23	102	-1	-4

# Source: PubChem (several laboratories)
